MmCpn inh: blocks the Methanococcus maripaludis chaperonin Mm-Cpn | Potency, µM (series often up to 76.9 µM), for inactives: at the highest dose activity, negative = inhibition, hits mostly inhibitors | purified Mm-Cpn ATPase, ADP Transcreener TR-FRET | 330,000 compounds, 0.031% hits; also: potency is read from the fitted curve at half-maximal effect; % is scaled to controls: 0 for no effect and ±100 for the full control effect; nearly all actives have a fitted effect of over 80% in size
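ATP (10 uM final) was added to archaeal chaperonin (25 nM final) after 10 min exposure to test compound at 37°C; after 30 min further incubation, ADP was detected by competitive TR-FRET.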
PTHR1 ag: agonists of human PTHR1 parathyroid hormone receptor; HEK293 GP2 PTHR1 cells, GloSensor cAMP luminescence, 1 h; Potency, µM (highest dose often 115 µM), for the others: at the top dose activation, usual class: activators; 410,000 compounds, 0.075% hits; AID 743266; also: potency is read from the fitted curve at half-maximal effect; nearly all actives have a fitted effect of over 55% in size; some results filed as inactive show a strong effect at the top dose; inactives centre near -15; many of its hits are not listed in these tables
Target sequence (Q03431 whole entry, looked up): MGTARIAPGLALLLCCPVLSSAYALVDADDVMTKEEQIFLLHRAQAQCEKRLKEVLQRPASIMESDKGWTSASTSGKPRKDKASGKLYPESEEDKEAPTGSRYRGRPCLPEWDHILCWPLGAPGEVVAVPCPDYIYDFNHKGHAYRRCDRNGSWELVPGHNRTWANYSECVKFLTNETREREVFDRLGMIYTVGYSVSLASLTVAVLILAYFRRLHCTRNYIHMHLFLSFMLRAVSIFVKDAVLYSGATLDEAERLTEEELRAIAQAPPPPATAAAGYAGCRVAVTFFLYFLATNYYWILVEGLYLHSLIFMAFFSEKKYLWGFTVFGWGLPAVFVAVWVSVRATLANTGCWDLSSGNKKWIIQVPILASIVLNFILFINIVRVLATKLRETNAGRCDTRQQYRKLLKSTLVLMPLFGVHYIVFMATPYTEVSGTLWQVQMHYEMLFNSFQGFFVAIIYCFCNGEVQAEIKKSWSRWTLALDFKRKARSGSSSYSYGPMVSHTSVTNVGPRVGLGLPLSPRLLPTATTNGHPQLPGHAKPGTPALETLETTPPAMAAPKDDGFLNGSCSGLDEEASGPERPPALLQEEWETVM
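HEK-293-derived GP2 cells expressing PTHR1 and a GloSensor cAMP reporter, 3,000/well, plated overnight, given luciferin plus IBMX (each 0.5 mM as added) for 1 h at 37 °C, then compound for 1 h at 37 °C. Luminescence was read after 15 min at room temperature.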
aSyn rescue: inhibitors of alpha-synuclein toxicity in yeast. Potency, µM (doses to about 46.1 µM), without a hit: top-dose growth rescue (activation), most hits filed as activators. 370,000 compounds, 0.14% hits. Yeast expressing alpha-synuclein, growth rescue, BacTiter-Glo, 24 h; also: potency is read from the fitted curve at half-maximal effect; % of control where 0% means no effect; nearly all actives have a fitted effect of over 65% in size
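Rescue of yeast growth: cells expressing toxic alpha-synuclein, induced in galactose at OD600 0.02, incubated with compound 24 h at 30 C. ATP luminescence quantified growth; inhibitors of toxicity appear as activators.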
Abeta yeast res: A-beta toxicity reversal in yeast; yeast expressing A-beta42, growth rescue, OD600, 48 h; response scale: 0% DMSO, 100% iron-clioquinol control; Potency, µM (doses to about 46.1 µM), without a hit: at the top dose growth rescue, most hits filed as activators; 410,000 compounds, 0.063% hits; AID 1347071; also: potency is read from the fitted curve at half-maximal effect; nearly all actives have a fitted effect of over 55% in size
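Growth rescue measured by 600 nm absorbance after 48 h yeast culture at 30 C with compound. Values normalized between DMSO and an equimolar ferric chloride plus clioquinol control.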
TDP43 rescue: TDP-43 toxicity inhibition in yeast. TDP-43 expressing yeast growth rescue, BacTiter-Glo, 24 h. Potency, µM (doses to about 46.1 µM), for the others: at the top dose growth rescue (activation), most hits filed as activators. 410,000 compounds, 1.8% hits. AID 652104; also: potency is read from the fitted curve at half-maximal effect; % of control where 0% means no effect; nearly all actives have a fitted effect of over 50% in size
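Growth rescue of TDP-43-toxic yeast measured as ATP luminescence (BacTiter-Glo). Cells grown to mid-log in raffinose, induced in galactose at OD600=0.02, exposed to compound 24 hr at 30 deg C.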
GLP-1R inv ag: acts as inverse agonist at human GLP-1 receptor; P43220; HEK293 GLP-1R CRE-luciferase, luminescence, 24 h; GLP-1R form is constitutively active; Potency, µM (top dose mostly 38.3 µM), for inactives: at the top dose activity change, negative = inhibition, hits mostly inhibitors; 410,000 compounds, 1.6% hits; AID 624417; also: potency is read from the fitted curve at half-maximal effect; % is scaled to controls: 0 for no effect and ±100 for the full control effect; nearly all actives have a fitted effect of over 55% in size
Target sequence (P43220 whole entry, looked up): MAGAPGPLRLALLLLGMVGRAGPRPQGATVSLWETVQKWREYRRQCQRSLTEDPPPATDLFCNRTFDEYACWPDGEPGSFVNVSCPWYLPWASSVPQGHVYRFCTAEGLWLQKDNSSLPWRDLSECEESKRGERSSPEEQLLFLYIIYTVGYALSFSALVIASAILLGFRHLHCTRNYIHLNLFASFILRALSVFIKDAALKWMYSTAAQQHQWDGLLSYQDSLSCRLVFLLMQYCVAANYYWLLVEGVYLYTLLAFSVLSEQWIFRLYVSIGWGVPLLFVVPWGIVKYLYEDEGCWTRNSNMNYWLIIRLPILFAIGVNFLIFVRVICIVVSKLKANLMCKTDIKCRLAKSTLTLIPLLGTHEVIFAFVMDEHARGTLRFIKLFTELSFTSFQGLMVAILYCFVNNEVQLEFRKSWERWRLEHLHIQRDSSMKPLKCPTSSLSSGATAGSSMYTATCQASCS
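HEK293 cells stably co-expressing constitutively active GLP-1R and a cAMP-responsive luciferase reporter were seeded in DMEM with 10% Nu serum, given compounds after 12 h, and incubated 24 h at 37 deg C. Luminescence was then read.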
FUS yeast rescue: suppressors of FUS proteinopathy in yeast. AID 1347120. 390,000 compounds, 0.24% hits. S. cerevisiae FUS-expressing, growth rescue, OD600, 24 h. Potency, µM (series often up to 76.6 µM), for inactives: top-dose growth rescue (activation), actives largely listed as activators;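 also: potency is read from the fitted curve at half-maximal effect; plate controls were DMSO vehicle for no effect and reference control for full effect; nearly all actives have a fitted effect of over 55% in size; some results filed as inactive show a strong effect at the top dose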
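Cultures pregrown in 2.5% raffinose medium are shifted to minimal medium containing 2% galactose to express toxic FUS. Compounds are tested at several concentrations. After 24hr at 30C, growth is quantified at 600 nm absorbance.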
HEK293 tox: cytotoxicity counter-screen for GLP-1 receptor inverse agonists | Potency, µM (titrated, usually from 38.3 µM), inactives show top-dose activity change, negative = inhibition, usual class: inhibitors | 410,000 compounds, 0.13% hits | HEK293 cAMP-luciferase reporter cells, luminescence, 24 h | AID 624418;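 also: loss of luciferase light is scored as toxicity; potency is read from the fitted curve at half-maximal effect; % is scaled to controls: 0 for no effect and ±100 for the full control effect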
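1536-well qHTS counterscreen of the MLSMR; 200 cells/uL, 12 h pre-incubation, 23 nL cpd, 24 h at 37 deg C 5% CO2, luciferase detection reagent, 12 min RT, luminescence. Inhibition = undesired.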
pAkt inh: inhibitors of Akt phosphorylation; Neuro2A IGF-stimulated pAkt S473 HTRF, 20 min; hits give low values; activity change, % for hits at 50 µM; 360,000 compounds, 0.32% hits; AID 651550; in the data active = activity change below about -80%; inconclusive = mostly about -51% to -80%; also: % is scaled to controls: 0 for no effect and ±100 for the full control effect
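Neuro2A cells in DMEM with 0.5% FBS, overnight at 37 deg C, given compound at single 50 µM final, then IGF (6 nM final) for 20 min at 37 deg C. Lysed; phospho-Akt Ser473 by HTRF after 24 h, 665/615 ratio.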
Starred values were filed as active, the others as inactive; i = inactive; u = inconclusive; x = no result given; & = joins results of further samples; [ ] = another dose, or the depositor's remark. Unless noted, calls follow the shape of the dose curve; as a rule, active = well fitted curve in the direction sought with a large enough effect; inconclusive = small, poorly fitted or top-dose-only effect, or another doubt; inactive = no such curve, though single readings can be large; an effect the other way counts as inactive or inconclusive. A portion of the library; rates above refer to the full screens.

SMILES	MmCpn inh	PTHR1 ag	aSyn rescue	Abeta yeast res	TDP43 rescue	GLP-1R inv ag	FUS yeast rescue	HEK293 tox	pAkt inh
CC(=O)c1ccc(N2CCN(C(=O)c3cc(-c4cccnc4)nc4ccc(Br)cc34)CC2)cc1	-9%	i	0%	-10%	12%	-10%	20%	u	i
O=C(NCc1cccnc1)Nc1cccc(NC(=O)NCc2cccnc2)c1	2%	-1%[57.5 µM]	-4%	21%	-4%	1%	14%	3%	i
C=CCN(C(=O)CSC1=NC(=O)CN1C(C)=O)c1nc(C)c(-c2ccccc2)s1	1%	-15%	-15%	18%	-4%	u	u	u	i
COc1ccc(C(=O)OCC(=O)C(C)(C)C)cc1S(=O)(=O)N(C)CCc1cccnc1	0%	i	29%	-5%	-17%	-23%	-3%	-1%	i
CCCCNC(=O)c1ccc2c(c1)S(=O)(=O)c1ccccc1C2=O	-3%	i	-4%	-16%	20%	27%	-13%	-12%	i
Cc1ccccc1OCc1nc2c3cnn(-c4ccccc4F)c3ncn2n1	x	i	x	-11%	22%	1%	-26%	2%	x
Cc1ccc(S(=O)(=O)N[C@@H](CC(C)C)C(=O)N2CCC(C(=O)N[C@@H](Cc3ccccc3)C(=O)O)CC2)cc1	0%	21%	0%	-33%[inhibitor]	-19%	-5%	-15%	-3%	i
CCOc1ccc(C(=O)c2oc3ccccc3c2NC(=O)c2cc(=O)c3ccc(C)cc3o2)cc1	x	-1%	x	-14%	-6%	10%	-18%	2%	x
CCCCCCN1C[C@@H](n2cc(-c3ccc(F)cc3)nn2)[C@H](O)C[C@@H]1c1ccccc1	x	-31%[inhibitor]	1%	u	9%	u	24%	11%	i
CCCOc1ccc(C(=O)NCC(c2ccco2)N(C)C)cc1 (configuration not stated)	-1%	i	1%	3%	0%	-14%	x	-6%	i
CC1CCCC(NC(=O)CN2C(=O)NC(C)(c3cc(F)ccc3F)C2=O)C1C (configuration not stated)	-1%	-11%	4%	5%	-12%	-22%	16%	-8%	i
COc1ccc(OC)c(-n2c(SCC(=O)NCc3ccco3)nnc2-c2c[nH]c3ccccc23)c1	-2%	i	0%	6%	21%	-12%	3%	-11%	i
O=C(C[n+]1ccccc1)Nc1c(Cl)cc(Cl)cc1Cl	0%	i	4%	6%	-9%	10%	5%	-5%	i
Cc1ccccc1NC(=O)CCc1c(C)nn(-c2ccc(N3CCCCC3)nn2)c1C	-2%	-35%&-13%	-2%	0%&-5%	-24%&9%	-21%&1%	21%&20%	-1%&6%	i
Cc1nn(-c2ccccc2)c2c1C(c1ccc(F)cc1)C(C#N)=C(N)O2 (configuration not stated)	1%	-3%	1%	8%	5%	1%	-5%	1%	i
Cc1ccc(NC(=S)NNC(=S)NNc2ccccc2)cc1C	x	i	-5%	7%	u	u	0%	u	i
N#Cc1c(N)n(CCNC(=O)c2cccs2)c2nc3ccccc3nc12	-4%	-2%[57.5 µM]	1%	0%	7%	51%[activator]	-8%	x	i
CCC(C)N(C(=O)COc1ccc(-c2nnco2)cc1)C1CCS(=O)(=O)C1 (configuration not stated)	-1%	-10%	-6%	15%	7%	-6%	-6%	-14%	i
Clc1ncc(Cn2cccn2)s1	2%	8%	-1%	2%	4%	3%	-9%	-17%	i
CCOc1ccc(/C=N/NC2=NCCCCC2)cc1	0%	i	-2%	-3%	-11%	-14%	0%	-7%	i
O=C(NCC1CCCO1)c1ccccc1OCc1ccc(Cl)cc1 (configuration not stated)	-3%	-25%	3%	-11%	u	u	x	-14%	i
CSc1ncccc1C(=O)OCC(=O)c1ccc2c(c1)NC(=O)CO2	-4%	-23%	1%	-10%	0%	12%	1%	-12%	i
N#CCCn1cc(C=C(C#N)C#N)c(-c2ccc(Cl)cc2)n1	u	i	10%	11%	-1%	19%	18%	-19%	i
C=CCOC(=O)c1cc(-c2ccc(/C=C3\C(=O)NC(=O)C(C#N)=C3C)o2)ccc1Cl	1%	-15%	-11%	-4%	1%	-21%	u	-5%	i
Cc1csc(NC(=O)CCn2c(=O)oc3ccccc32)n1	0%	i	2%	15%	11%	-3%	15%	-9%	i

4 compounds from above, ordered by SMILES length, descending:
SMILES	MmCpn inh	PTHR1 ag	aSyn rescue	Abeta yeast res	TDP43 rescue	GLP-1R inv ag	FUS yeast rescue	HEK293 tox	pAkt inh
CC1CCCC(NC(=O)CN2C(=O)NC(C)(c3cc(F)ccc3F)C2=O)C1C (configuration not stated)	-1%	-11%	4%	5%	-12%	-22%	16%	-8%	i
CCCCNC(=O)c1ccc2c(c1)S(=O)(=O)c1ccccc1C2=O	-3%	i	-4%	-16%	20%	27%	-13%	-12%	i
Cc1ccccc1OCc1nc2c3cnn(-c4ccccc4F)c3ncn2n1	x	i	x	-11%	22%	1%	-26%	2%	x
CCCOc1ccc(C(=O)NCC(c2ccco2)N(C)C)cc1 (configuration not stated)	-1%	i	1%	3%	0%	-14%	x	-6%	i

(cont.)
SMILES	MmCpn inh	PTHR1 ag	aSyn rescue	Abeta yeast res	TDP43 rescue	GLP-1R inv ag	FUS yeast rescue	HEK293 tox	pAkt inh
S=C(Nc1cc(Cl)cc(Cl)c1)N1CCCC1	-2%	-5%	-2%	42%	13%	5%	-2%	-3%	i
Cc1ccc(S(=O)(=O)N2CCC(NC(=O)C3CCCCC3)CC2)cc1	0%	-7%	-1%	-7%	-13%	15%	1%	15%	i
COc1cccc(C=O)c1OCCCOc1cccc2cccnc12	0%	-4%	-10%	-20%	17%	u	16%	-18%	i
C=CCOC(=O)C(=O)/C=C/c1ccc2c(c1)Cc1ccccc1-2	x	-18%	-2%	0%	11%	3%	3%	8%	i
Cc1c(N=C2SCC(=O)N2/N=C\c2ccc(Br)cc2)c(=O)n(-c2ccccc2)n1C	0%	i	-3%	8%	-35%[inhibitor]	8.9µM*	36%	14%	i
O=C(NCc1ccc(F)cc1)c1cccs1	0%	10%	-10%	-13%	2%	-14%	-14%	1%	i
c1ccc(Cn2ccnc2-c2ccco2)cc1	-1%	-22%	2%	23%	4%	-7%	-19%	-8%	i
CCOc1ccc(-n2c(C)c(C(=O)OC)c3cc(O)ccc32)cc1	-4%	-21%	-1%	-2%	-13%	18%	10%	-6%	i
COc1ccc(NC(=O)NC(C)c2c(-n3cccc3)sc3c2CCN(C)C3)c(OC)c1 (configuration not stated)	x	-21%	x	-4%	11%	-4%	18%	-1%	x
O=C1CN(C(=O)COc2ccccc2)CCN1	-14%	i	0%	-8%	14%	7%	7%	-1%	i
NS(=O)(=O)c1ccc(CCNC(=O)Cn2c(=O)c3cccn3c3cccnc32)cc1	0%	i	-9%	6%	-8%	6%	12%	7%	i
CCCCCN(C(=O)CCC(=O)OCC(=O)N(C)c1ccccc1)c1c(N)n(CCCC)c(=O)[nH]c1=O	-1%	-19%	1%	-5%	4%	-5%	38%	16%	i
Clc1ccc(-c2noc3ncnc(NCCc4ccccc4)c23)cc1	x	-9%	-2%	-5%	18µM*	-34%	28%	3%	x
COCCNC(=O)c1ccc(N2CC3CC(C2)c2cccc(=O)n2C3)c(NC(=O)c2c(F)cccc2F)c1 (configuration not stated)	-1%	i	0%	-11%	13%	18%	-9%	4%	x
CC(C)(C)NC(=O)C(c1ccco1)N(C(=O)Cn1nnc(-c2ccc(F)cc2)n1)c1ccccc1 (configuration not stated)	x	-4%[57.5 µM]	-6%	-12%	-5%	0%	19%	-1%	x
CC1CC(C)(C)NC(=S)N1CCC(=O)N1CCc2ccccc21 (configuration not stated)	-2%	i	6%	u	9%	-17%[7.66 µM]	12%	0%[7.66 µM]	i
CC(C)Oc1ccccc1C1C=C(C(=O)O)Nc2ncnn21 (configuration not stated)	x	-45%[inhibitor]	x	-15%	-8%	23%	-11%	3%	x
COCCN(C(=O)CSc1n[nH]c(-c2ccc(OC)cc2)n1)c1c(N)n(Cc2ccccc2)c(=O)[nH]c1=O	3%	i	2%	2%	13%	-9%	23%	8%	i
CN(C)/C=C1/C(=O)Nc2ccccc21	1%	i	3%	-18%	3%	1%	16%	4%	i
CCC(=O)N1CCc2cc(CNC(=O)c3cccc(N(C)C)c3)ccc21	x	i	x	0%	28%	13%	6%	1%	x
COc1ccc(OC)c2c1CCC1(C2)NC(=O)NC1=O (configuration not stated)	x	-37%[inhibitor]	5%	-20%	-1%	22%	-5%	5%	x
CC1(OC(=O)CCc2ccccc2)C(=O)C=C2C=C(c3ccc(C#N)cc3)N(C3CCCC3)C=C2C1=O (configuration not stated)	0%	-10%	1%	0%	-15%	u	30%	5%	i
CCCCN1C(=N)N([C@@H](C)CN2CCC[C@H]2CN2C(N)=NC[C@@H]2Cc2ccccc2)C[C@H]1[C@H](C)CC	-1%	i	-1%	0%	13%	-6%	-4%	-3%	i

Only MmCpn inh, for some of the entries so far:
| structure | MmCpn inh |
| --- | --- |
| COc1ccc(C(=O)OCC(=O)C(C)(C)C)cc1S(=O)(=O)N(C)CCc1cccnc1 | 0% |
| COc1cccc(C=O)c1OCCCOc1cccc2cccnc12 | 0% |
